CendR NRP1 mod: modulators of CendR peptide binding to human neuropilin-1; O14786; FAM-RPARPAR peptide binding to NRP-1, fluorescence polarization; inhibition, % at 25 µM; 0.85% of 360,000 active; AID 602438;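 active = inhibition or corrected inhibition above about 18%, plus a signal ratio from 0.5 to 1.5, limit read from the data, passing the limit was not always enough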; also: strong numbers were not always called active
Neddyl block: cullin neddylation inhibition; P61081+Q13564; TR-FRET cullin neddylation, biochemical; calls only at 25 µM; 0.58% of 360,000 active; AID 651699; in the data active = inhibition above about 36%
Rin1-Abl PPI inh: blocks binding of human Rin1 to Abl; P00519+Q13671; TR-FRET Rin1/Abl binding, biochemical; inhibition, % at 7.35 µM; 0.4% of 360,000 active; AID 588664; in the data active = inhibition above about 5%, passing the limit was not always enough
bovine MsrA act: activates bovine MsrA enzyme; 0.3% of 360,000 active; activation, % at 10.6 µM; AID 602163; purified bovine MsrA, absorbance read-out; in the data active = activation above about 7.5%;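 also: 0% = vehicle and 100% = reference activator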
PABP1 MLLE inh: blocks PAM2 peptide binding to the PABP1 MLLE domain; P11940; GST-MLLE / FITC-PAM2 fluorescence polarization; inhibition, % at 20 µM; 0.36% of 360,000 active; in the data active = inhibition above about 35%, passing the limit was not always enough;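 also: plate controls were DMSO wells with GST-MLLE for no effect and wells lacking GST-MLLE protein for full effect; some results filed as inactive read as strong as hits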
Target sequence (P11940 whole entry, looked up, the tested form may be a part): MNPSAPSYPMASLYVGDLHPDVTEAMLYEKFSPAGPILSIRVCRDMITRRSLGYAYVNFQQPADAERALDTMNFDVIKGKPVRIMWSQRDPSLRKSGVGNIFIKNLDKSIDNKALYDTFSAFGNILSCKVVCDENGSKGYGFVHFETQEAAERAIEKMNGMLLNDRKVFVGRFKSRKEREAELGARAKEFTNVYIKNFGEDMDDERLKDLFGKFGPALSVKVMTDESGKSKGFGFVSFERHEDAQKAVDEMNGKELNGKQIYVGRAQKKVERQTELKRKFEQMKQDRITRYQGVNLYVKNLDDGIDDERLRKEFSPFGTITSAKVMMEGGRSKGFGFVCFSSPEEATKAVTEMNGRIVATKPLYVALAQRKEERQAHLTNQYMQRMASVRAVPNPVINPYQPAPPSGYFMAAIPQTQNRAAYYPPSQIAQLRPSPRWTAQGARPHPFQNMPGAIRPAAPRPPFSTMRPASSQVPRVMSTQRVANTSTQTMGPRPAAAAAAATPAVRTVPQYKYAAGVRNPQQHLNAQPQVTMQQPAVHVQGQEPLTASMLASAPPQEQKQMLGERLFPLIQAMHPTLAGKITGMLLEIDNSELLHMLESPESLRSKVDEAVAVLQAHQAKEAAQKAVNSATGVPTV
SKN-1 block: blocks SKN-1 activity in C. elegans; C. elegans VP596 Pgst-4::GFP/RFP ratio, acrylamide-induced, 24 h; inhibition, % at 21.8 µM; 0.49% of 360,000 active; AID 624304;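 active = interference check ratio from 0.5 to 1.5 plus GFP to RFP signal ratio inhibition reaching or exceeding a fixed threshold, cut at about 30% in these data, passing the limit was not always enough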; also: some compounds called inactive have numbers as strong as hits
eLon inh: inhibits E. coli Lon protease | P0A9M0 | purified E. coli Lon protease, fluorescence polarization | inhibition, % at 7.94 µM | 0.42% of 360,000 active; in the data active = inhibition above about 13%, passing the limit was not always enough;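 also: 0% = enzyme with probe and DMSO and 100% = no enzyme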
MT1-MMP act inh: inhibitors of human MT1-MMP activation | 0.061% of 360,000 active | P50281 | GFP/RFP ratio change, % at 20 µM | HT1080 RFP-PRO-GFP cells, GFP/RFP ratio fluorescence, overnight; percent of plate control window, DMSO zero | AID 651647;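 active = GFP/RFP ratio change of at least 30% with cell ATP level not reduced by more than half and red fluorescence within 50% of control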; also: strong numbers were not always called active
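Test system: HT1080 RFP-PRO-GFP cells; Benchmarks: DMSO and RFP-L50D-GFP cell wells; Timing: cells overnight before dosing, compound overnight, 37 °C, 5% CO2; Compound: one 20 µM compound dose with 1% DMSO; Read-out: GFP/RFP fluorescence ratio.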
FAS TE block: FAS thioesterase (human) inhibition | P49327 | inhibition, % at 15 µM | AID 602261 | 0.67% of 360,000 active | recombinant FAS-TE, OMFH fluorogenic substrate, fluorescence endpoint;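 active = compounds whose normalised, plate-corrected inhibition of enzyme fluorescence in the single-dose primary screen is 50% or more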;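 also: 0% = DMSO with enzyme and 100% = substrate without enzyme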
Starred values were filed as active, the others as inactive; i = inactive; . = no result given; & = joins results of further samples.

The line under a structure holds: CendR NRP1 mod	Neddyl block	Rin1-Abl PPI inh	bovine MsrA act	PABP1 MLLE inh	SKN-1 block	eLon inh	MT1-MMP act inh	FAS TE block
CCCCc1cc(=O)oc2c(CN(CC)CC)c(O)c(Cl)cc12
  -11	.	2	-3	0	3	0	1	-10
Cc1cc2sc(NC(=O)c3ccco3)nc2cc1Cl
  -12	i	-2	-1	-9	5	-5	1	-5
CS(=O)(=O)c1cc(N2CCOCC2)ccc1CNC[C@H]1O[C@@H](n2cnc3c(=O)[nH]c(N)nc32)[C@H](O)[C@@H]1O
  7	i	1	-3	3	3	-8	1	-8
CCNC(=S)Nc1ccc2c(c1)c(=O)n(C)n2-c1cc(C)cc(C)c1
  -11	.	-2	-2	-18	-4	2	2	-4
CC(C)C1C(=O)N(Cc2cn(Cc3ccco3)nn2)CCS(=O)(=O)N1Cc1ccc(-c2ccc(F)nc2)cc1 (configuration not stated)
  -7	i	1	-4	-17	-17	-6	-3	-2
COc1cc(OC)c(OC)cc1/C=N/NC(=O)c1ccc(=O)n(C)c1
  0	i	-2	-9	17	5	-6	-2	-16
CC(C)c1ccc(-c2c(C#N)c(N)nc3c2CCCCC3)cc1
  -15	i	4	0	-110	-3	1	1	-2
Cc1cc(C(F)(F)F)nn2cnnc12
  12	i	0	-2	-6	5	-15	0	-5
CCc1nnc(NS(=O)(=O)c2ccc(N/C=C\C(=O)c3cccc4ccccc34)cc2)s1
  -36	i	-4	-6	-3	10	-41	-6	20
O=C(NCC1COc2ccccc2O1)c1cccc(S(=O)(=O)N2CCOCC2)c1 (configuration not stated)
  7	i	2	0	11	-1	-7	-5	1
CCOC(=O)C1CN(S(=O)(=O)c2ccccc2)C1
  6	i	-2	-1	-2	4	1	-2	-5
Cc1ccc2cccc(Oc3nnnn3-c3ccccc3)c2n1
  6	i	-4	-1	3	15	2	-3	4
O=C(NC1CCCC1)C(c1ccsc1)N(CCc1ccccc1)C(=O)Cc1cccs1 (configuration not stated)
  0	i	3	-3	-10	-3	2	-4	2
CCOc1ccc(Br)cc1S(=O)(=O)Nc1cccc(S(=O)(=O)N(CC)CC)c1
  10	i	0	1	-2	14	-3	1	23
CCC(C(=O)N1CCC(N2CCCCC2)CC1)n1nc(C)c2sc3ccccc3c2c1=O (configuration not stated)
  -2	i	1	-2	3	12	-6	1	-5
COc1ccccc1N1CCN(C(=O)c2cccc(S(=O)(=O)NCc3cccnc3)c2)CC1
  1	i	2	-2	10	-3	0	3	-6
Cc1ccc(C(C)C)cc1S(=O)(=O)Nc1cccnc1
  8	i	3	6	-6	8	2	-1	-5
CC(C)C1C(=O)N(Cc2cn(CCC3OCCO3)nn2)CCS(=O)(=O)N1Cc1ccc(-c2ccncc2)cc1 (configuration not stated)
  -6	i	-5	-1	-4	-12	2	3	-7
COc1cccc(/C=C2\SC(=O)N(CCC(=O)NNC(=O)c3ccccc3Cl)C2=O)c1
  0	i	-2	-3	13	12	-4	1	-4
Cc1noc(C)c1S(=O)(=O)N(C)C[C@H]1Oc2ccc(NS(=O)(=O)c3ccc(F)cc3)cc2C(=O)N([C@H](C)CO)C[C@@H]1C
  -2	i	4	-4	-9	15	-9	1	-10

Arranged by number of heavy atoms (lowest first): 3 of the compounds above.
The line under a structure holds: CendR NRP1 mod	Neddyl block	Rin1-Abl PPI inh	bovine MsrA act	PABP1 MLLE inh	SKN-1 block	eLon inh	MT1-MMP act inh	FAS TE block
CCCCc1cc(=O)oc2c(CN(CC)CC)c(O)c(Cl)cc12
  -11	.	2	-3	0	3	0	1	-10
CC(C)C1C(=O)N(Cc2cn(CCC3OCCO3)nn2)CCS(=O)(=O)N1Cc1ccc(-c2ccncc2)cc1 (configuration not stated)
  -6	i	-5	-1	-4	-12	2	3	-7
Cc1noc(C)c1S(=O)(=O)N(C)C[C@H]1Oc2ccc(NS(=O)(=O)c3ccc(F)cc3)cc2C(=O)N([C@H](C)CO)C[C@@H]1C
  -2	i	4	-4	-9	15	-9	1	-10

Next entries.
The line under a structure holds: CendR NRP1 mod	Neddyl block	Rin1-Abl PPI inh	bovine MsrA act	PABP1 MLLE inh	SKN-1 block	eLon inh	MT1-MMP act inh	FAS TE block
COc1ccc(CC(=O)n2nc(-c3ccccc3)nc2NCc2ccco2)cc1
  10	i	5	-1	10	-10	-2	4	20
CCOC(=O)c1ccc(NC(=O)C2(N3C(=O)c4ccccc4C3=O)CCCC2)cc1
  11	i	2	-2	4	19	6	1	27
C=CCc1cc(C)ccc1OCCOCCC(C(=O)OCC)C(=O)OCC
  10	i	2	3	13	3	-2	-4	14
CCOC(=O)N1CCN(C(=O)c2ccc(NC(C)=O)cc2)CC1
  -1	i	2	-3	3	5	-12	5	-7
COc1cccc(NC(=O)CCP(C)(=O)O)c1
  3	i	-2	-4	2	-3	-3	1	0
CC(C)COc1ccc(C(=O)NNC(=O)CCC(=O)c2cccs2)cc1
  -4	i	-1	-4	-5	-8	-21	-7	-3
CC1C(=O)Nc2ccccc2N1C(=O)C1CC1 (configuration not stated)
  8	i	-4	2	5	13	9	3	-10
COc1ccccc1-n1nnnc1SCC(=O)N(CC(C)C)C1CCS(=O)(=O)C1 (configuration not stated)
  1	i	-1	-3	-1	7	-7	-1	-4
NS(=O)(=O)c1ccc(NC(=S)Nc2ccc(OCc3ccccc3)cc2)cc1
  2	i	3	-3	15	20	0	3	-2
CCN(CC)S(=O)(=O)c1ccc2c(c1)NC(=O)C1CCCN21 (configuration not stated)
  -12	i	2	0	-16	6	-8	2	-2
CCOc1ccc(NC(=O)c2ccncc2)cc1
  7	i	1	-5	-3	-7	-10	-13	-7
CCCCN(C)CCCNC(=O)c1cccc(N2CCCC2=O)c1
  13	i	3	-13	10	-21	0	5	-16
O=C(Nc1ccccc1)OCCc1ccccc1
  -1	i	1	-9	2	19	6	0	4
Clc1ccc(Cl)c(-c2nn3c(COc4ccccc4)nnc3s2)c1
  -1	i	-1	-2	21	8	-4	-3	2
O=C(Nc1ncccc1O)c1ccc(Oc2ccccc2)cc1
  -5	i	3	-2	2	11	-1	15	-8
CCN(CC)CCn1c(N)nc2ccccc21
  5	i	-5	-4	4	14	1	4	-3
CCc1nc2cccnc2n1-c1ccc(C(=O)O)cc1
  -30	i	2	-4	58*	1	11	-7	-6
c1ccc(C(c2ccccc2)c2noc(CN3CCN(C4CCCC4)CC3)n2)cc1
  -11	i	0	-1	-4	19	-7	-4	-2
COc1ccc(N2CCCC2)c(NC(=O)c2ccc([N+](=O)[O-])o2)c1
  7	i	0	-1	6	7	41*	-38	12
CC1(C)S[C@@H]2[C@H](NC(=O)[C@H](N)c3ccccc3)C(=O)N2[C@H]1C(=O)O
  -66&-77	i	0&1	-1&-2	3&8	6&3	5&-3	5&1	-5&1

More entries:
The line under a structure holds: CendR NRP1 mod	Neddyl block	Rin1-Abl PPI inh	bovine MsrA act	PABP1 MLLE inh	SKN-1 block	eLon inh	MT1-MMP act inh	FAS TE block
C1=C(c2ccccc2)Nc2nnnn2C1c1cccs1 (configuration not stated)
  -5	i	-2	-5	22	-23	6	-20	-4
CC1SCC(NC(=O)c2ccc(Cl)cc2)CS1 (configuration not stated)
  0	i	-1	-3	-6	-2	5	0	2
CCOc1cc(/C=N/NC(=O)C(OC)c2ccccc2)ccc1O (configuration not stated)
  -4	i	-1	-9	-7	-9	4	1	-8
CC1(C)NC(C)(C)C(O)(C(N)=O)C1=O (configuration not stated)
  -19	i	-1	0	6	-2	-9	-1	-12
COc1ccc(/C=C2\SC(N3CCCCC3)=NC2=O)cc1
  -3	i	-2	-5	-2	-6	0	0	-4
COc1cccc(CNc2nc3cc(-c4cccc(C(F)(F)F)c4)sc3c(=O)n2C)c1OC
  7	i	-6	-4	12	2	-3	-1	25
NCCS(=O)(=O)O
  -31	i	-2	-2	-34	19	-4	2	-2
CN(CC(=O)Nc1ccc(F)c(F)c1F)C(=O)c1ccc2c(c1)NC(=O)CS2
  -1	i	2	-12	-4	7	-9	0	-7
C[C@@]12C(=O)N(CC3CCCO3)CC(=O)N1[C@@H]1c3ccccc3OC[C@@H]1[C@@H]2c1ccccc1 (some centres not stated)
  4	i	-2	-2	2	1	5	3	-5
C=CCC[C@@H](Cc1ccc(F)cc1)C(=O)OC[C@@H](Cc1c[nH]c2ccccc12)NC(=O)[C@H](CC=C)CC(=O)NCCO
  12	i	1	-2	-9	15	0	2	14
NC(=O)c1ccccc1OCC(=O)N1CCCc2ccccc21
  0	i	1	-3	8	0	0	3	-3
COc1ccc(CC(=O)Nc2cc(S(C)(=O)=O)ccc2Cl)cc1S(=O)(=O)N1CCOCC1
  1	i	2	-1	5	14	3	-1	-7
Cc1nn(Cc2ccccc2Cl)c(C)c1C(=O)NCc1ccco1
  19	i	-2	-2	-8	2	3	12	0
Cc1ccccc1OCC(O)CN1CCN(CC(O)COc2ccccc2C)CC1 (configuration not stated)
  -1	i	2	-1	3	-5	-1	0	-2
CC(C)N(C(=O)c1nn(C)c2c1CSc1ccccc1-2)C1CCCCC1
  10	i	4	-2	11	16	7	2	19
COC(=O)c1ccccc1NC(=O)CN1CCN(C23CC4CC(CC(C4)C2)C3)CC1
  -14	i	1	-4	6	7	-7	7	0
COC(=O)c1ccc(-n2cnc(Cl)n2)c(F)c1
  7	i	-1	-6	-2	1	-1	-6	-4
CCOC(=O)C1=C(O)/C(=C/N(C)C)N=C1C
  6	i	-2	-3	19	-1	5	-5	-4
CC(=O)c1ccc(OCc2cn(CC(=O)c3ccc(O)cc3)nn2)c(C)c1
  -12	i	-2	-3	-15	9	-6	2	-7
CC1CCN(CCc2nc3cc(NC(=O)NC4CCCCC4)ccc3n2C)CC1
  2	i	-2	-3	-2	-15	-1	-7	-2

Remaining list, next part.
The line under a structure holds: CendR NRP1 mod	Neddyl block	Rin1-Abl PPI inh	bovine MsrA act	PABP1 MLLE inh	SKN-1 block	eLon inh	MT1-MMP act inh	FAS TE block
CC(C)Oc1ccc(S(=O)(=O)N(C(C)C)C(C)C)cn1
  8	i	1	-11	2	-7	-5	-2	-3
CCSc1nnc(NC(=O)c2ccc(Br)s2)s1
  -10	i	-5	-9	10	-24	-2	6	-9
CCOc1ccc(CNC2CCCc3ccccc32)cc1 (configuration not stated)
  -6	i	6	-10	2	14	3	1	-5
CCc1ccc(NCc2cc3c(C)nn(-c4ccccc4)c3[nH]c2=O)cc1
  -54	i	1	-3	1	4	-6	2	6
Clc1ccc(-c2ccnc(-n3cccc3)n2)s1
  -10	i	-6	0	-2	43*	-22	-9	29
Cc1nc(-c2ccc(Cl)cc2)sc1C1(C)CC(c2ccncc2)=NO1 (configuration not stated)
  -7	i	5	0	6	-14	-5	0	5
CCc1nc2ccc(C(=O)N3CCN(c4cccc(Cl)c4)CC3)cc2nc1CC
  8	i	1	-2	-13	-1	-1	-4	22
CC(OC(=O)c1ccc(-n2cnnn2)cc1)C(=O)Nc1ccccc1F (configuration not stated)
  -3	i	1	-1	-11	0	-3	6	-4
O=C(c1cccs1)N1CCC(c2nc3c(nnn3Cc3ccccc3)c(=O)[nH]2)CC1
  1	i	1	-13	11	-23	-5	-9	-4
COc1ccc(C(=O)NCCNc2ccc([N+](=O)[O-])cc2)cc1OC
  -4	i	-2	-2	-1	3	-2	3	-1
CCCc1cc(=O)[nH]c(SCC(=O)Nc2ccc3c(c2)CCC3)n1
  2	i	0	-2	10	-1	1	2	-2
C=CCNC(=S)N(CC)c1cccc2ccccc12
  10	i	3	-2	-99	0	0	1	3
c1ccc(COc2ccc(-c3cc4nc(NCCCn5ccnc5)ccn4n3)cc2)cc1
  -15	.	2	0	-21	12	-8	4	-22
CC1(C(=O)NS(=O)(=O)c2cccc(F)c2)CCN1C(=O)c1ccco1 (configuration not stated)
  -3	i	-2	-3	9	-1	2	2	-8
Cc1ccc(Oc2coc3cc(O)ccc3c2=O)cc1
  3	.	1	-3	-3	12	-5	-4	1
CC1(c2ccc3ccccc3c2)NC(=O)N(CC(=O)Nc2cccc(S(=O)(=O)N3CCOCC3)c2)C1=O (configuration not stated)
  8	i	0	-6	-3	4	2	5	15
